PriA SSB inh: inhibitors of Klebsiella pneumoniae PriA binding to SSB C-terminal tail, primary screen, biochemical, AlphaScreen; PriA–SSB C-terminal tail interaction (Klebsiella pneumoniae); AlphaScreen SSBct-PriA binding, biotinylated peptide; inhibition, % at 33 µM; actives 0.6% (n = 430,000); AID 1272365, 2023; in the data active = inhibition mostly above about 37%, no sharp cut-off; inactive = mostly below about 20%;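 note: plate controls were negative control peptide for no effect and reference peptide for full effect; strong numbers were not always called active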
Rv3671c protease: Rv3671c serine protease inhibitors, primary screen, biochemical, fluorescence polarization, M. tuberculosis H37Rv. actives 0.048% (n = 320,000). AID 2606, 2010. inhibition, % at 5.96 µM. P9WHR9; in the data active = inhibition above about 38%;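 note: extracellular domain of Rv3671c used as enzyme; 0% = enzyme with DMSO and 100% = no enzyme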
Target sequence (P9WHR9 whole entry, looked up, the tested form may be a part): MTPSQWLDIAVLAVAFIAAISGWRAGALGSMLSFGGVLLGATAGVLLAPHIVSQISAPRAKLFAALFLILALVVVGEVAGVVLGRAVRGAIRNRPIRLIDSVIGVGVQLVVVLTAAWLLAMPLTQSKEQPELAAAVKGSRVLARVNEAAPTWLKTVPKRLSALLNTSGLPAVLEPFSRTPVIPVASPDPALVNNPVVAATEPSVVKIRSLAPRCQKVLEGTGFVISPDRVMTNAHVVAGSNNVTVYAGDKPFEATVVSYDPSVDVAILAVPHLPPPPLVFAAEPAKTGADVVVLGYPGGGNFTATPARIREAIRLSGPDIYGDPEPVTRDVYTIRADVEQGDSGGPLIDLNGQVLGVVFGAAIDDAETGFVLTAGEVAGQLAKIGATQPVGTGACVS
BoNT-A LC inh2: BoNT/A light chain protease inhibitors, primary screen, biochemical, flow cytometry, MLPCN library. inhibition, % at 10 µM. actives 0.17% (n = 360,000). multiplex microsphere protease substrate cleavage; note: plate controls were buffer without enzyme for full effect and enzyme alone for no effect
CCHFV vOTU inh: CCHFV vOTU protease inhibitors, primary screen, biochemical, Pep-AMC substrate, fluorescence; Crimean-Congo hemorrhagic fever virus L polyprotein viral ovarian tumor (vOTU) protease …; inhibition, % at 11.5 µM; actives 0.55% (n = 370,000); AID 651958, 2012; in the data active = inhibition above about 30%; note: 0% = vehicle wells with enzyme and 100% = no enzyme wells
Anthrax LF inh2: Bacillus anthracis LF protease inhibitors, primary screen, biochemical, multiplex microsphere, MLPCN library; Lethal factor (Bacillus anthracis), P15917; multiplex microsphere protease cleavage assay; inhibition, % at 10 µM; actives 0.12% (n = 360,000); AID 588501, 2011; note: plate controls were buffer without enzyme for full effect and enzyme alone for no effect
MazEF act: activators of E. coli MazEF toxin-antitoxin RNase, primary screen, biochemical, fluorescence, uHTS; Endoribonuclease toxin MazF (Escherichia coli (strain K12)), P0AE70; FAM/BHQ RNA-DNA oligo cleavage fluorescence, 5 h; activation, % at 20 µM; actives 0.32% (n = 350,000); in the data active = activation above about 50%
Target sequence (P0AE70 whole entry, looked up): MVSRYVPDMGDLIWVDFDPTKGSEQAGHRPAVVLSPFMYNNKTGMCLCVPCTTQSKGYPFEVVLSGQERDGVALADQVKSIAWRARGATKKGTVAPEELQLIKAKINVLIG
BoNT F protease: BoNT/F light chain protease inhibitors, primary screen, biochemical, flow cytometry, MLPCN library. Botulinum neurotoxin type F light chain protease (Clostridium botulinum). Multiplex microsphere protease cleavage assay. inhibition, % at 10 µM. actives 0.22% (n = 360,000). AID 588497, 2011; in the data active = inhibition above about 35%, passing the limit was not always enough; inconclusive = no clear call, values can overlap the other calls; note: plate controls were buffer without enzyme for full effect and enzyme alone for no effect
VHR inh abs: VHR1 phosphatase inhibitors, primary screen, biochemical, absorbance, uHTS. recombinant VHR phosphatase, pNPP absorbance. inhibition, % at 13.3 µM. actives 0.52% (n = 290,000). AID 1654, 2009; in the data active = inhibition above about 50%; note: some compounds called inactive have numbers as strong as hits
Target sequence (P51452 whole entry, looked up): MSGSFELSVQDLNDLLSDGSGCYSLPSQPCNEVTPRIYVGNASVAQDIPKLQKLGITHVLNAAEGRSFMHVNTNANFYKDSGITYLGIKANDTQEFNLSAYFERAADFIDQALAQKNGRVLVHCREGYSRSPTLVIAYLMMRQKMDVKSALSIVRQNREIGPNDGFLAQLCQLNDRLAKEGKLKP
PrPC surface inh: inhibitors of human cell surface prion protein PrPC, primary screen, cell-based, TR-FRET | actives 0.43% (n = 370,000) | TR-FRET read-out | Major prion protein (Homo sapiens), P04156 | inhibition, % at 13.8 µM; in the data active = inhibition above about 24%; note: 0% = median of the test wells and 100% = reference compound wells
SARS 3CLpro inh: SARS-CoV 3CLpro protease inhibitors, primary screen, biochemical, quenched FRET. inhibition, % at 6 µM. actives 0.14% (n = 290,000). AID 1706, 2009. Replicase polyprotein 1ab (Severe acute respiratory syndrome coronavirus), P0C6X7. recombinant SARS-CoV 3CLpro, quenched FRET peptide cleavage; in the data active = inhibition above about 12%
* hit, by the source's call; ? = inconclusive; . = not tested or not shown; & = joins results of further samples. Cut-off read from the data, not from the text of the source, unless noted: active = inhibition above about 30%; inconclusive = no clear call, values can overlap the other calls; inactive = below that.

SMILES | PriA SSB inh | Rv3671c protease | BoNT-A LC inh2 | CCHFV vOTU inh | Anthrax LF inh2 | MazEF act | BoNT F protease | VHR inh abs | PrPC surface inh | SARS 3CLpro inh
C/C(=N/NC(=O)c1ccccc1)c1ccc(NC(=O)C(F)(F)F)cc1 | . | 3 | -0.2 | 18 | 1 | -1 | 0 | 8 | 14 | 1
Cc1ccc2c(c1)C(=O)N1[C@H]3c4cc(Br)ccc4OC[C@@H]3[C@H](c3ccccc3)[C@]1(C)C(=O)N2 | 4 | -42 | 0.0 | -5 | 0 | -2 | 0 | . | 4 | .
COc1cc(NC(=O)c2ccccc2F)ccc1NC(=O)c1cc2ccccc2o1 | -18 | . | 3.2 | -1 | -20 | -26 | ? | 35 | 8 | 1
CCCn1c(=O)[nH]c(=O)c2c1nc(-c1ccc(C#N)cc1)n2CCOC | 0 | 4 | 2.3 | -27 | 6 | 14 | 10 | 31 | 0 | -6
Cc1ccc(NC(=O)CSc2n[nH]c(-c3ccncc3)n2)cc1 | -2 | 2 | -0.6 | -3 | -6 | 1 | -1 | 19 | 3 | 4
CCCN(C(=O)c1cccc(S(=O)(=O)N2CCCc3ccccc32)c1)C1CCS(=O)(=O)C1 (centres undefined) | 6 | -5 | 0.4 | -11 | 3 | 3 | 0 | . | -3 | .
COc1ccccc1Nc1nc(N)nc(CSC(=S)N2CCCCC2)n1 | 6 | -12 | -1.2 | -4 | -1 | 10 | -5 | 15 | 3 | 0
Cc1ccnc(NC(=O)C2(c3cccs3)CCOCC2)c1 | 3 | 12 | -0.1 | 1 | 1 | 11 | 0 | -6 | 4 | -3
CCCCSc1nnc([C@@H](NC(=O)OC(C)(C)C)C(C)C)o1 | -17 | 0 | -0.8 | 10 | -6 | 1 | -2 | 10 | 5 | 0
COc1ccc2c(=O)c3c(=O)n(-c4ccccc4)c(-c4ccc(C)cc4)nc3oc2c1 | -9 | 0 | 0.1 | -12 | 0 | 13 | 2 | 22 | -6 | 0

Five records picked at random from those above:
SMILES | PriA SSB inh | Rv3671c protease | BoNT-A LC inh2 | CCHFV vOTU inh | Anthrax LF inh2 | MazEF act | BoNT F protease | VHR inh abs | PrPC surface inh | SARS 3CLpro inh
C/C(=N/NC(=O)c1ccccc1)c1ccc(NC(=O)C(F)(F)F)cc1 | . | 3 | -0.2 | 18 | 1 | -1 | 0 | 8 | 14 | 1
CCCCSc1nnc([C@@H](NC(=O)OC(C)(C)C)C(C)C)o1 | -17 | 0 | -0.8 | 10 | -6 | 1 | -2 | 10 | 5 | 0
COc1ccccc1Nc1nc(N)nc(CSC(=S)N2CCCCC2)n1 | 6 | -12 | -1.2 | -4 | -1 | 10 | -5 | 15 | 3 | 0
CCCn1c(=O)[nH]c(=O)c2c1nc(-c1ccc(C#N)cc1)n2CCOC | 0 | 4 | 2.3 | -27 | 6 | 14 | 10 | 31 | 0 | -6
COc1cc(NC(=O)c2ccccc2F)ccc1NC(=O)c1cc2ccccc2o1 | -18 | . | 3.2 | -1 | -20 | -26 | ? | 35 | 8 | 1

The listing continues.
SMILES | PriA SSB inh | Rv3671c protease | BoNT-A LC inh2 | CCHFV vOTU inh | Anthrax LF inh2 | MazEF act | BoNT F protease | VHR inh abs | PrPC surface inh | SARS 3CLpro inh
O=C(/C=C/c1ccccc1)Nc1scc(-c2ccccc2)c1C(=O)O | 0 | . | -0.8 | 16 | 0 | 7 | -6 | 19 | -4 | 8
COCCCNC(=O)CCn1c(=O)c2ccccc2n(CC(=O)Nc2c(C)cccc2C)c1=O | 1 | 4 | 1.1 | 3 | 3 | 4 | 14 | 0 | -4 | 5
O=C(CSc1nn(-c2ccc(F)cc2)c(=S)s1)N1CCN(C(=O)c2ccco2)CC1 | 4 | -2 | 0.5 | -8 | 2 | -9 | -11 | 19 | -5 | 0
O=C(O)c1ccc(C=NN=C2c3ccccc3-c3ccccc32)cc1 | -3 | . | -0.2 | 7 | -3 | -1 | -7 | . | -5 | .
CC1CCC/C(=N/NC(=O)c2ccccc2-n2cccc2)C1 (centres undefined) | . | -13 | 0.1 | 0 | -1 | 7 | -1 | -5 | 5 | 1
CCCCn1c2ccc(F)cc2c2nnc(NN)nc21 | 3 | -3 | -1.1 | -5 | -8 | 12 | 3 | 12 | -11 | -5
Cc1oc(S(=O)(=O)N2CCCC2)cc1C(=O)Nc1ccc(F)cc1 | 7 | 3 | 1.1 | -8 | 5 | 0 | -3 | -18 | 8 | 4
CC(C(=O)NCc1ccccc1)n1cc([N+](=O)[O-])cn1 (centres undefined) | -5 | 2 | -2.1 | -4 | 1 | 1 | -10 | 2 | 1 | 0
Cc1ccc(-c2cc(-c3ccccc3)c3c(N)c(S(C)(=O)=O)sc3n2)cc1 | -12 | -14 | 7.1 | -4 | 4 | 3 | 4 | -4 | -2 | 3
CC1(C)C2CC[C@]3(C)C(CC=C4[C@@H]5C[C@@](C)(CO)[C@@H](O)C[C@]56C[C@@H](OC6=O)[C@]43C)[C@@]2(C)CC[C@@H]1O (some centres undefined) | -6 | 10 | 0.0 | -5 | 2 | -8 | -5 | . | 3 | .
CC1CC(C)CN(S(=O)(=O)c2ccc(C(=O)NCc3ccc4c(c3)OCO4)cc2)C1 (centres undefined) | -8 | -16 | 0.2 | 0 | -11 | 4 | -6 | 8 | -2 | 4
CC(C)NC(=O)c1cc2n(n1)C(C(F)(F)F)CC(c1ccco1)N2 (centres undefined) | 2 | -1 | -1.1 | -6 | -10 | 2 | -7 | 15 | 5 | 0
Nc1c(C(=O)N2CCCC2)sc2nc3c(cc12)CCCCCC3 | 10 | -3 | 0.1 | -2 | 0 | 5 | -2 | 19 | -1 | 0
CC1CCCCN1C(=O)c1ccc(COc2ccc([N+](=O)[O-])cc2)o1 (centres undefined) | 6 | -1 | -0.2 | -8 | 3 | 4 | -1 | 5 | -8 | 5
O=C(c1cc2c(s1)CCCC2)N1CCN(c2ccccc2)CC1 | -3 | 1 | 0.5 | 2 | -2 | -3 | 0 | 4 | -4 | 3
O=C(/C=C/c1ccc(S(=O)(=O)NCc2ccco2)cc1)NCc1ccccc1Cl | 11 | -5 | -0.6 | -3 | -2 | 3 | -3 | 0 | -8 | 2
CCn1c(SCC(=O)Nc2ccc(C(C)=O)cc2)nc2c([nH]c3ccccc32)c1=O | -10 | -5 | 1.0 | -4 | 6 | 5 | 4 | 5 | -3 | -4
Cn1ncc(Cl)c1C(=O)Nc1cccc(Cl)c1 | -21 | 0 | 0.4 | 12 | 0 | 4 | 5 | -22 | 2 | -3
Fc1cccc(CSc2nnc3ccc(-c4ccncc4)nn23)c1 | 3 | 3 | 0.5 | -7 | 1 | 3 | -7 | -3 | -30 | 4
COCCNC(=O)C1(C)CCN(C(=O)/C=C/c2ccccc2)C1 (centres undefined) | . | . | -0.2 | 11 | -4 | . | -1 | . | 0 | .
CC/C(=N\NC(=O)Nc1ccccc1)c1c(O)n(Cc2ccccc2)c(=O)[nH]c1=O | . | 5 | -9.6 | -1 | ? | -3 | -85 | 0 | 0 | 1
O=C(NCCN1CCN(c2ccccc2)CC1)Nc1ccccc1Cl | 0 | 6 | -3.5 | -15 | -6 | 8 | -13 | 17 | 5 | -2
CC(=O)N1CCN(c2ccc(NC(=S)NC(=O)c3ccccc3)cc2)CC1 | -5 | 11 | -2.0 | -19 | 0 | -4 | 2 | -1 | 4 | 0
O=C(c1ccccc1F)N1CCC(N2CCCCCC2)CC1 | -13 | 11 | -0.3 | -4 | -13 | 6 | -20 | -14 | 5 | -4
Cc1nc2ccccc2cc1C(=O)N/N=C/c1cccc([N+](=O)[O-])c1 | . | 2 | -3.1 | 3 | -2 | 2 | -22 | 7 | -25 | 1
COc1ccc(S(=O)(=O)N(CC(=O)NCC2CCCO2)c2ccc(Cl)cc2)cc1 (centres undefined) | -4 | 5 | 0.8 | 16 | 6 | -3 | 9 | 2 | -9 | -3
COc1ccc(C(=O)Nc2ccc3[nH]ncc3c2)cc1 | -15 | -2 | -3.2 | -11 | -5 | 7 | -43 | 39 | -1 | -1
CC(=O)N1CCCC(C)(C(=O)Nc2cccc(OC(C)C)c2)C1 (centres undefined) | . | . | -0.3 | -9 | -3 | . | -4 | . | -1 | .
Cc1cccc(NS(=O)(=O)c2ccc(C)c(C(=O)NC3CCN(Cc4ccccc4)CC3)c2)c1 | 47* | . | 8.9 | -14 | 3 | -51 | 18 | . | 3 | .
C=CCNC(=S)Nc1nc2c(cc1C(=O)OCC)CCCC2 | -1 | -4 | -0.3 | 2 | -1 | 2 | -2 | -4 | 4 | 2
COCCNC(=O)c1[nH]c(C(F)(F)F)nc1-c1ccccc1 | . | . | -0.8 | 1 | -2 | . | -9 | . | -1 | .
O=C1NC(=O)C2(CCCC2)C(=O)N1 | -4 | . | -0.5 | -10 | -8 | 10 | 4 | . | -5 | .
O=C(NCCc1ccccn1)c1cccc(S(=O)(=O)N2CCCCCC2)c1 | -11 | 0 | 0.1 | 10 | -3 | 3 | -2 | -10 | 7 | -5
CCCc1cc(=O)oc2cc(C)cc(OCC(=O)N3C[C@H]4C[C@@H](C3)c3cccc(=O)n3C4)c12 | . | . | -0.6 | -16 | -2 | . | -3 | . | -3 | .
O=C(O)c1cc(S(=O)(=O)Nc2ccc(OCc3ccccc3)cc2)ccc1Br | -4 | 3 | -0.5 | 11 | 0 | 10 | -2 | 23 | 7 | 5
N#CC1(NC(=O)COC(=O)c2ncc(Cl)c(Cl)c2Cl)CCCCC1 | -13 | 3 | -1.7 | 5 | -9 | 1 | -1 | . | -2 | .
Cc1oc(C(C)(C)C)cc1C(=O)Nc1cccc(C(=O)O)c1 | -10 | 5 | -0.5 | 11 | -4 | -5 | 0 | -4 | -5 | 0
CCCOc1ccc(N2C(=O)CC(N3CC=C(c4ccccc4)CC3)C2=O)cc1 (centres undefined) | -2 | -19 | 1.0 | 7 | -1 | -9 | 0 | 2 | -3 | -3
Cn1c(N2CCOCC2)c(/C=N/O)c2ccccc21 | . | -11 | 0.9 | -8 | -2 | 6 | -12 | 20 | -4 | 8
Cc1cccc(C)c1NC(=O)NC1(C(=O)N2CCCCC2)CCCCC1 | -15 | 1 | 0.6 | -4 | 2 | 4 | 0 | 7 | 2 | -2
COc1ccc(N=C2S/C(=C\c3ccc(C)o3)C(=O)N2CC(C)C)cc1 | 8 | 5 | 0.1 | -9 | 0 | -8 | -5 | 39 | 5 | 3
O=C(CSc1nc2[nH]ncc2c(=O)[nH]1)Nc1nccs1 | -23&3 | -4 | . | 3 | . | . | . | 45 | 5 | 1
C=CCOC(=O)C1=C(C)NC(=O)NC1c1ccc(O)cc1 (centres undefined) | 0 | . | -1.0 | 5 | -5 | -19 | 16 | -8 | 0 | 2
O=C(Nc1nnc(-c2ccc(Cl)cc2)o1)c1ccc(N2C(=O)CCC2=O)cc1 | 1 | 10 | -0.6 | -2 | 2 | -2 | 5 | 0 | 0 | 1
COc1ccc(CCNCC(C)c2ccccc2)cc1 (centres undefined) | 3 | 1 | 0.8 | -4 | 4 | 6 | -19 | 13 | -1 | 0
CN(CC(=O)Nc1ccc(F)cc1Cl)Cc1cccs1 | -27 | 3 | 0.6 | 7 | -7 | 2 | 2 | 25 | -2 | 6

Compound activity (PubChem)

The list is partial (hit frequency here may not be typical).
